Screening results from PubChem BioAssay.
HEK293 viab = GF-AFC viability counterscreen for inhibitors of alpha-synuclein gene (SNCA) expression; Potency, µM (series often up to 57.1 µM), without a hit: at the highest dose activity change, negative = cytotoxicity, hits mostly cytotoxic; HEK-293-SNCA-luc viability, GF-AFC fluorescence, 24 h; 150,000 compounds, 0.12% hits; AID 1671193, 2021;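 also: potency is read from the fitted curve at half-maximal effect; 0% = DMSO-treated cells and -100% = medium-only wells without cells; nearly all actives have a fitted effect of over 30% in size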
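Cytotoxicity counterscreen: after 24 h compound treatment of genome-edited SNCA-luciferase HEK-293 cells, live-cell protease substrate GF-AFC read by fluorescence after 30 min; activity scaled between DMSO (0%) and medium-only (-100%), curves Hill-fitted.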
NIH3T3 tox = Cytotoxic Profiling in NIH 3T3 Cell Line of Diverse Libraries Using Quantitative High-Throughput Screening; NIH 3T3 viability, CellTiter-Glo ATP luminescence, 48-72 h; Potency, µM (titrated, usually from 96.7 µM), for the others: at the highest dose activity change, negative = cytotoxicity, actives largely listed as inhibitors; 94,000 compounds, 4.3% hits; AID 1345082, 2018; also: potency is read from the fitted curve at half-maximal effect; nearly all actives have a fitted effect of over 55% in size
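NIH 3T3 cells at 400 cells/well received 23 nL of compound by pintool and were incubated 48 or 72 h at 37 °C. Viability was read as ATP-coupled CellTiter-Glo luminescence.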
IP6K1 inhibitor = Primary qHTS assay for small molecule inhibitors of Inositol hexaphosphate kinase 1 (IP6K1) | Inositol hexakisphosphate kinase 1 (Homo sapiens), Q92551 | IP6K1 kinase, ADP-Glo luminescence, 2 h; active compounds read low | activity change, % (series mostly up to about 58 µM) | 140,000 compounds, 0.81% hits | AID 1645851, 2021; in the data active = activity change below about -25%
Target sequence (Q92551 whole entry, looked up): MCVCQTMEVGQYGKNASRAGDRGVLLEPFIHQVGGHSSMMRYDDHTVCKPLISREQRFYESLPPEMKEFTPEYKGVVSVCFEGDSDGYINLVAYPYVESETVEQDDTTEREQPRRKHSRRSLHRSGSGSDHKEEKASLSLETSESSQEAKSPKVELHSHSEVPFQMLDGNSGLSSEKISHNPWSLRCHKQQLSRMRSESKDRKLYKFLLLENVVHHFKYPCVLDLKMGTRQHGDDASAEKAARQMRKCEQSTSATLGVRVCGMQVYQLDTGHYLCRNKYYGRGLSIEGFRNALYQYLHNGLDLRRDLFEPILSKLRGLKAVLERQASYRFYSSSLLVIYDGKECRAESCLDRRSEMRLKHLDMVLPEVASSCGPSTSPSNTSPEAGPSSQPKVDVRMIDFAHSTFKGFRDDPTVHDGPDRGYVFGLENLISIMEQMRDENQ
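ADP-Glo luminescence measures ADP made by human IP6K1 during a 2 h RT reaction with ATP/IP6 (mix at 1.3 mM/130 uM); top library doses 57.5 and 19.1 uM final.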
FLuc inh = Firefly luciferase inhibition profiling of diverse chemical library using quantitative high-throughput screening. 76,000 compounds, 2.5% hits. AID 1347043, 2019. Luciferin 4-monooxygenase (Photinus pyralis), P08659. Potency, µM (top dose mostly 115 µM), without a hit: at the top dose activity change, negative = inhibition, most hits filed as inhibitors. purified P. pyralis luciferase, luminescence, biochemical; also: potency is read from the fitted curve at half-maximal effect; nearly all actives have a fitted effect of over 65% in size
Target sequence (P08659 whole entry, looked up): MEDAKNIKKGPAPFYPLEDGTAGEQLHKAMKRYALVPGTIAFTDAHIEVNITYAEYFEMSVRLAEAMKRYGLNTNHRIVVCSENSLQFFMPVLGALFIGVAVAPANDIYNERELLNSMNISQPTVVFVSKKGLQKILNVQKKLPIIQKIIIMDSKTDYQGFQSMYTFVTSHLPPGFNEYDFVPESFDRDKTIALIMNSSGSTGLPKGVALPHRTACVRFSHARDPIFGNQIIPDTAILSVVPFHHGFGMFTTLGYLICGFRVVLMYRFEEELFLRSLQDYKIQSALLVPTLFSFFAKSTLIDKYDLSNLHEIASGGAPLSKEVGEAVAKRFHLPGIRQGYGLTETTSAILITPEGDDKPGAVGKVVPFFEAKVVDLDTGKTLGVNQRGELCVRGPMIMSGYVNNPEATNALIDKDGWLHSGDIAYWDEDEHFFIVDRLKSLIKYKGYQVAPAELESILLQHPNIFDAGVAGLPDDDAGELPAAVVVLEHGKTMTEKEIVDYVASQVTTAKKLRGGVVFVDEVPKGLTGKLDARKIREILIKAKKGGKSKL
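Biochemical qHTS: compound (6-point titration) added to 10uM D-luciferin plus 10uM ATP in Tris acetate pH 7.5 buffer with Mg, Tween-20 and BSA, then purified enzyme at 10nM; light output imaged.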
GPT2 inh = Primary qHTS assay for inhibitors of Glutamate pyruvate transaminase 2 (GPT2) | Recombinant GPT2, coupled pyruvate oxidase/HRP Amplex Red fluorescence | 100,000 compounds, 0.25% hits | Potency, µM (doses to about 57.7 µM), inactives show at the top dose activity change, negative = inhibition, actives largely listed as inhibitors; also: potency is read from the fitted curve at half-maximal effect; nearly all actives have a fitted effect of over 60% in size; many of its hits are not listed in these tables
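Inhibition is scored from Amplex Red fluorescence generated when pyruvate oxidase and HRP act on pyruvate released by GPT2. Reactions contain 10ng/uL enzyme, 250uM a-KG and 2mM L-alanine and run 30 min at room temperature.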
HEK293 tox = Cytotoxic Profiling in HEK 293 Cell Line of Diverse Libraries Using Quantitative High-Throughput Screening | HEK 293 viability, ATP luminescence (CellTiter-Glo), 48-72 h | Potency, µM (doses to about 115 µM), for the others: at the top dose activity change, negative = cytotoxicity, actives largely listed as inhibitors | 94,000 compounds, 6.6% hits; also: potency is read from the fitted curve at half-maximal effect; nearly all actives have a fitted effect of over 60% in size
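Viability of HEK 293 cells, plated at 250 cells/well, was judged by cellular ATP after compound treatment for 48 or 72 hr. Luminescence was imaged 10 min after CellTiter-Glo addition at room temperature.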
SNCA expr inhib = Primary qHTS assay for inhibitors of alpha-synuclein gene (SNCA) expression; HEK-293 SNCA-luciferase knock-in, luminescence, 24 h; Potency, µM (highest dose often 57.2 µM), for the others: at the top dose activity change, negative = inhibition, hits mostly inhibitors; 140,000 compounds, 0.17% hits; AID 1671194, 2021;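 also: potency is read from the fitted curve at half-maximal effect; plate controls were DMSO cells for no effect and cell-free wells for full effect; nearly all actives have a fitted effect of over 45% in size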
The depositor's hits bear a star; i = inactive; ? = inconclusive; · = not tested or not shown; [ ] = another dose, or the depositor's remark. Unless noted, calls follow the shape of the dose curve; as a rule, active = well fitted curve in the direction sought with a large enough effect; inconclusive = small, poorly fitted or top-dose-only effect, or another doubt; inactive = no such curve, though single readings can be large; an effect the other way counts as inactive or inconclusive. Unless noted, % is scaled to controls: 0 for no effect and ±100 for the full control effect.

SMILES	HEK293 viab	NIH3T3 tox	IP6K1 inhibitor	FLuc inh	GPT2 inh	HEK293 tox	SNCA expr inhib
O=C(CCc1ccc2c(c1)CN(C(=O)C1COc3ccccc3O1)CCO2)N1CCOCC1 (configuration not stated)	-9%	?	-5	·	-2%	-14%	-9%
Cc1cc(C)c2c(CC(=O)Nc3nnc(C(C)C)s3)coc2c1	7%	·	-1	·	·	·	10%
COc1cc(OC)cc(C(=O)N[C@@H]2CN(C)C[C@H]2CN(C)C)c1	5%	-8%	-6	-12%	-10%	-12%	6%
COc1ccc(OC)c(S(=O)(=O)N[C@H]2CO[C@H]3[C@@H]2OC[C@H]3OC(=O)Nc2cccc(C(C)=O)c2)c1	1%	-3%	7	14%	1%	-5%	10%
CC(C)(C)C1CCc2c(sc(NC(=O)c3ccc(Cl)cc3)c2C(=O)NCc2ccco2)C1 (configuration not stated)	0%	·	-10	·	·	·	-10%
CCn1cnnc1-c1nn(C)c2c1CN(C(=O)c1n[nH]c3ccccc13)CC2	-8%	-11%	-24	-3%	i	-28%	-10%
COc1ccc(CNC(=O)c2c(C)noc2-c2ccccc2C)cc1	2%	?	19	5%	i	?	32%[activator]
CCOc1ccccc1NC(=O)C(C)n1nnc2sc3c(c2c1=O)CCCC3 (configuration not stated)	13%	·	46	·	·	·	-16%
COC(C(=O)Nc1ccnn1C1CCN(C(=O)CO)CC1)c1ccccc1 (configuration not stated)	-1%	3%	22	5%	-2%	-1%	13%
COc1cccc(CCC(=O)N2CCC(c3nc(C4CCOCC4)no3)CC2)c1	4%	-2%	13	-1%	i	2%	-7%
CN1CC(=O)N(C2CCC2)Cc2c1ncnc2N1CCN(c2ncccn2)CC1	2%	-27%	-5	2%	i	-19%	29%
COc1ccc(C(=O)N2CCCN(c3cc(-c4ccc(Cl)cc4)[nH]n3)CC2)c(C)c1	-23%	?	-16	10%	-25%	50µM*	-27%
CN(C)C(=O)c1ccnc(-c2nnc3ccc(NC4CCCCC4)nn23)c1	8%[87.6 µM]	?	-24	2%[172 µM]	-11%[88.5 µM]	1%[172 µM]	19%[87.6 µM]
Cn1ncc2c(C(=O)NCCCNC(=O)OC(C)(C)C)cc(-c3ccc(F)cc3)nc21	·	?	5	·	·	?	·
Cc1cccc(CC(=O)NCCC2CCN(C(=O)Nc3cc(F)cc(F)c3)CC2)c1	-3%	?	-7	2%	-8%	?	-13%
Cc1cc(-c2cc3c(cn2)N(C)CCN(C)C3)ccn1	-13%[87.6 µM]	?	-16	1%[230 µM]	1%[88.5 µM]	?	24%[87.6 µM]
O=C(c1ccc(CSc2ncccn2)o1)N1CCC(N2CCCC2=O)CC1	1%	?	16	-10%	-21%	-4%	8%
Cc1ccc(-c2cc(C(=O)NCc3c(C)cc(C)[nH]c3=O)c3c(c2)N(C)CCO3)cc1	2%[87.6 µM]	?	-22	-2%[172 µM]	5%[88.5 µM]	?	3%[87.6 µM]
COc1ccc(C(=O)N2CC[C@H](c3nnc(-c4ccccc4OC)o3)C2)cc1OC	-7%[87.6 µM]	?	1	-15%[172 µM]	1%[88.5 µM]	?	0%[87.6 µM]
COc1ccc(-n2cc(C(=O)N(C)c3cc(C)ccc3OC)c3ccccc3c2=O)cc1	-20%	·	0	·	·	·	-7%

A different layout for some results above.
SMILES,HEK293 viab,NIH3T3 tox,IP6K1 inhibitor,FLuc inh,GPT2 inh,HEK293 tox,SNCA expr inhib
Cc1ccc(-c2cc(C(=O)NCc3c(C)cc(C)[nH]c3=O)c3c(c2)N(C)CCO3)cc1,2%[87.6 µM],?,-22,-2%[172 µM],5%[88.5 µM],?,3%[87.6 µM]
CN(C)C(=O)c1ccnc(-c2nnc3ccc(NC4CCCCC4)nn23)c1,8%[87.6 µM],?,-24,2%[172 µM],-11%[88.5 µM],1%[172 µM],19%[87.6 µM]
CCOc1ccccc1NC(=O)C(C)n1nnc2sc3c(c2c1=O)CCCC3 (configuration not stated),13%,·,46,·,·,·,-16%
COC(C(=O)Nc1ccnn1C1CCN(C(=O)CO)CC1)c1ccccc1 (configuration not stated),-1%,3%,22,5%,-2%,-1%,13%
CC(C)(C)C1CCc2c(sc(NC(=O)c3ccc(Cl)cc3)c2C(=O)NCc2ccco2)C1 (configuration not stated),0%,·,-10,·,·,·,-10%

New compounds follow
SMILES	HEK293 viab	NIH3T3 tox	IP6K1 inhibitor	FLuc inh	GPT2 inh	HEK293 tox	SNCA expr inhib
C=C1C(=O)OC2CC(C)=C(C(C)CCCO)C(O)C12 (configuration not stated)	-12%	·	-13	·	?	·	·
CN(C)CC(=O)N1Cc2ccccc2CC2(CCCN(CC3CCNC3)C2)C1 (configuration not stated)	-5%	2%	-2	·	-4%	i	?
CC1=NS(=O)(=O)N(CCCN2C(=O)c3ccccc3C2=O)C=C1C(=O)O	9%	i	-9	-13%	i	-4%	-21%
COc1ccc(C(=O)N2CCC3(CC2)NC(=O)N(Cc2ccccc2)C3=O)cc1F	-1%	-20%	13	5%	3%	?	-3%
CCOC1CCOC2(CCN(C(=O)c3cccs3)CC2)C1 (configuration not stated)	6%	i	1	·	1%	3%	-13%
COc1ncccc1-c1nc2cc(C(=O)Nc3ccc(F)cc3)ccc2o1	-4%[12.5 µM]	-13%	10	·	-1%	?	11%
CCn1ccc2cc(S(=O)(=O)N3CCCN(C(=O)NCCOC)CC3)ccc21	12%	·	10	·	·	·	25%
CCOC(=O)N1CCC(N2CCCC(CCC(=O)Nc3ccc(OC)c(Cl)c3)C2)CC1 (configuration not stated)	-4%	-3%	4	15%	i	?	13%
Cc1cc(-c2ccc(C)c(S(=O)(=O)Nc3cccc(C)n3)c2)on1	9%	·	0	·	·	·	-4%
O=C(NCc1ccc(F)cc1Cl)c1cc(=O)[nH]c2ccc(S(=O)(=O)N3CCCCC3)cc12	4%	·	-4	·	·	·	0%
Cc1cccc(C(=O)N2C[C@@H](Oc3ccccc3)C[C@H]2C(=O)N2CCCC2)c1	1%	-17%	27	-1%	?	-14%	4%
CC(C)CN1C(=O)c2ccccc2C(C(=O)NCc2cccnc2)C12CCCCC2 (configuration not stated)	-13%	-4%	24	0%	i	-8%	1%
CN1C[C@@H](NC(=O)CC(C)(C)CC(=O)O)C[C@H]1c1nc(-c2ccc3ccccc3c2)no1	1%	-7%	-5	?	-1%	i	-14%
CCS(=O)(=O)c1nc(S(=O)(=O)c2ccc(C)cc2)c(NCC(C)C)s1	12%	·	4	·	·	·	5%
CC(C)N1C(=O)C(CC(N)=O)=C2CCCCC21 (configuration not stated)	2%	i	4	1%	-7%	-3%	-1%
O=C1NC(=NC2CCCCC2)C2(CCN(Cc3ccccc3)C2)N1c1cc(F)cc(F)c1 (configuration not stated)	?	32µM*	-2	·	i	?	?
Cc1ccc(-c2ccccc2CN2CCN([S+](=O)([O-])c3ccccc3)CC2)cc1Cl	9%[12.5 µM]	?	3	·	-13%	?	-19%
CNC(=O)[C@@H]1CN(C(=O)c2n[nH]c3ccccc23)C[C@H]1COC	-7%	-30%	-8	-15%	i	?	14%
COc1ccccc1CC(=O)N1CCCc2ncc(C(=O)N(C)c3ccccc3)cc21	-29%[87.6 µM]	-30%[138 µM]	15	-15%[172 µM]	i	?	40%[activator][87.6 µM]
COc1ccc(-c2cc(C[C@H]3CNCC[C@H]3CC(=O)NCCN(C)C)no2)cc1	7%[87.6 µM]	-24%[174 µM]	9	1%[172 µM]	-2%[88.5 µM]	0%[172 µM]	-19%[87.6 µM]
COC(=O)[C@@H]1Cc2c([nH]c3ccccc23)[C@H]2C[C@@H](NCCCn3ccnc3)C[C@@H](c3ccccc3)N21	?	20µM*	3	-3%	i	?	?
Cc1ccc(-c2cc(N3CCC(CNC(=O)c4ccc[nH]c4=O)CC3)n[nH]2)cc1	0%	3%	10	8%	-7%	-2%	-13%
CCc1ccc(NC(=O)C2CCN(c3nn4cc(-c5ccc(OC)cc5)nc4s3)CC2)cc1	-10%	·	-4	·	·	·	38%[activator]
O=C(CN1CCCN(Cc2ccc(Cl)cc2)S1(=O)=O)Nc1ccccc1F	1%	·	-13	·	·	·	-5%
COC1C=C(C)C(O)(CO)C2(C)CCCC(C)(C)C12 (configuration not stated)	-7%	·	19	·	i	·	·
COc1ccccc1CNS(=O)(=O)c1ccc2c(c1)CC(=O)N2C	7%	·	40	·	·	·	5%
CC(O)/C=C/C1(O)C(C)C(O)C(O[C@@H]2O[C@H](CO)[C@@H](O)[C@H](O)[C@H]2O)CC1(C)C (some centres not stated)	-6%[23.9 µM]	·	-14	·	i	·	·

Two records drawn at random from the list so far:
SMILES	HEK293 viab	NIH3T3 tox	IP6K1 inhibitor	FLuc inh	GPT2 inh	HEK293 tox	SNCA expr inhib
CCc1ccc(NC(=O)C2CCN(c3nn4cc(-c5ccc(OC)cc5)nc4s3)CC2)cc1	-10%	·	-4	·	·	·	38%[activator]
Cc1ccc(-c2cc(N3CCC(CNC(=O)c4ccc[nH]c4=O)CC3)n[nH]2)cc1	0%	3%	10	8%	-7%	-2%	-13%

2 of the compounds above, as comma-separated lines.
SMILES,HEK293 viab,NIH3T3 tox,IP6K1 inhibitor,FLuc inh,GPT2 inh,HEK293 tox,SNCA expr inhib
O=C(CN1CCCN(Cc2ccc(Cl)cc2)S1(=O)=O)Nc1ccccc1F,1%,·,-13,·,·,·,-5%
COC1C=C(C)C(O)(CO)C2(C)CCCC(C)(C)C12 (configuration not stated),-7%,·,19,·,i,·,·
